Assay outcomes as filed in PubChem.
LMPTP inh – LMPTP phosphatase inhibitors, primary screen, biochemical, fluorescence intensity, uHTS; recombinant LMPTP-A, OMFP fluorogenic substrate; inhibition, % at 20 µM; 360,000 compounds, 0.22% hits; Low molecular weight phosphotyrosine protein phosphatase (Homo sapiens), P24666; AID 651560, 2012;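 active = compounds that cut the enzyme signal by at least half of the control window in the single-dose screen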;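 also: plate controls were DMSO wells with enzyme plus substrate for no effect and substrate without enzyme for full effect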
Target sequence (P24666 whole entry, looked up): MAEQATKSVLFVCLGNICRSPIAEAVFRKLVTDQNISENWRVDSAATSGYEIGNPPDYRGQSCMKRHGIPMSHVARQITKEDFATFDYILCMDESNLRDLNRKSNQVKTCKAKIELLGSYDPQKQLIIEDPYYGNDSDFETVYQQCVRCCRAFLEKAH
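Buffer or medium: Bis-Tris pH 6.0, DTT, detergent; Assay system: LMPTP-A enzyme; Quantity: 0.625 nM enzyme; Detection: endpoint fluorescence intensity; Times: 50 min dark incubation at room temperature; Controls: substrate-only low control, DMSO enzyme-plus-substrate high control; Doses: single 20 µM dose; Read-out: percent inhibition versus substrate-only and uninhibited controls; Reagent: 400 µM OMFP.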
NadD block – inhibitors of S. aureus NadD, primary screen, biochemical, colorimetric, uHTS | purified NadD enzyme, colorimetric absorbance read-out | AID 602399, 2012 | 360,000 compounds, 0.78% hits | inhibition, % at 20 µM | Nicotinate-nucleotide adenylyltransferase NadD (Staphylococcus aureus N315); in the data active = inhibition above about 26%; also: some compounds past the cut are filed as inactive
Rin1 Abl inh – inhibitors of Rin1-Abl protein binding, primary screen, biochemical, TR-FRET | Tyrosine-protein kinase ABL1 (Homo sapiens) + Ras and Rab interactor 1 (Homo sapiens), … | inhibition, % at 7.35 µM | 360,000 compounds, 0.4% hits | AID 588664, 2011; in the data active = inhibition above about 5%, passing the limit was not always enough
Neddyl block – inhibitors of cullin neddylation, primary screen, biochemical, TR-FRET, uHTS, NAE and Ubc12; AID 651699, 2012; 360,000 compounds, 0.58% hits; calls only at 25 µM; in the data active = inhibition above about 36%
Scp-1 inhibitor – Scp-1 phosphatase inhibitors, primary screen, biochemical, colorimetric, uHTS; Carboxy-terminal domain RNA polymerase II polypeptide A small phosphatase 1 (Homo …; Recombinant Scp1, phosphopeptide, malachite green phosphate absorbance; inhibition, % at 20 µM; 340,000 compounds, 0.88% hits;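 active = inhibition above about 50% at 20 µM, limit read from the data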;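 also: plate controls were DMSO wells with enzyme for no effect and wells lacking enzyme for full effect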
Target sequence (Q9GZU7 76-261 limits assumed): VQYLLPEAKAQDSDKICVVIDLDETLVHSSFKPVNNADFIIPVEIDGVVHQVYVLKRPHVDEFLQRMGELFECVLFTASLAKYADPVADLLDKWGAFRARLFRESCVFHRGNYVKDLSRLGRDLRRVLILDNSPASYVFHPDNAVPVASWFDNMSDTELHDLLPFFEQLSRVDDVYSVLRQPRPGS
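Material – SCP-1 phosphatase catalytic domain, residues 76-261 · Buffer or medium – Acidic Tris acetate buffer with magnesium and detergent · Also added – Phospho 17-mer peptide substrate · Compound – single 20 µM dose, 1% DMSO · Times – 45 min room-temperature reaction, 5 min colour, 30 min stabiliser · Technique – Phosphate-binding colour reagent, absorbance read at 630 nm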
SUMO1-SIM PPI – modulators of SUMO1 protein-protein interactions, primary screen, biochemical, uHTS; Small ubiquitin-related modifier 1 (Homo sapiens), P63165; SUMO1 binding to a labelled peptide, TR-FRET, 1 h; inhibition, % at 20 µM; 360,000 compounds, 0.33% hits; AID 602429, 2012; in the data active = inhibition above about 37%
Target sequence (P63165 whole entry, looked up): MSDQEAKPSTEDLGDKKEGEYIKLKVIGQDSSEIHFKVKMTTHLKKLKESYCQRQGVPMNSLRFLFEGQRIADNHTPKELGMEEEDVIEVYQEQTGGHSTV
CSN deneddyl inh – inhibitors of CSN-mediated cullin deneddylation, primary screen, biochemical, fluorescence polarization, uHTS. 360,000 compounds, 0.38% hits. inhibition, % at 12.5 µM. COP9 signalosome complex subunit 5 (Homo sapiens), Q92905. Purified CSN, SCF-Nedd8-OG deneddylation;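 active = pattern-corrected inhibition above about 35%, with an unprinted fluorescence ratio check between 0.5 and 1.5, limit read from the data, passing the limit was not always enough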;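 also: 0% = enzyme with substrate and 100% = substrate without enzyme; some results filed as inactive read as strong as hits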
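test system = HEK293T-derived human Csn5 enzyme | amount = 0.24 nM Csn5 enzyme, final concentration | medium = Tris/NaCl/DTT buffer, pH 7.5 | schedule = 90 min reaction at room temperature | signal = FP | evaluation = inhibition of Csn5 cleavage, % | compound dosing = single dose of 12.5 µM compound with 0.25% DMSO | probe or stimulus = 10 nM SCFSkp2-Nedd8OG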
Rpn11 inh – Rpn11 (PSMD14) deubiquitinase inhibitors, primary screen, biochemical, fluorescence polarization, uHTS; 26S proteasome non-ATPase regulatory subunit 14 (Homo sapiens), O00487; human 26S proteasome, Ub4-pepOG fluorescence polarization; 20S core pre-blocked with epoxomicin; calls only at 20 µM; 360,000 compounds, 0.59% hits; AID 588493, 2011;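 active = inhibition at 20 µM, scaled to each plate's controls, above about 33%, limit read from the data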
Target sequence (O00487 whole entry, looked up): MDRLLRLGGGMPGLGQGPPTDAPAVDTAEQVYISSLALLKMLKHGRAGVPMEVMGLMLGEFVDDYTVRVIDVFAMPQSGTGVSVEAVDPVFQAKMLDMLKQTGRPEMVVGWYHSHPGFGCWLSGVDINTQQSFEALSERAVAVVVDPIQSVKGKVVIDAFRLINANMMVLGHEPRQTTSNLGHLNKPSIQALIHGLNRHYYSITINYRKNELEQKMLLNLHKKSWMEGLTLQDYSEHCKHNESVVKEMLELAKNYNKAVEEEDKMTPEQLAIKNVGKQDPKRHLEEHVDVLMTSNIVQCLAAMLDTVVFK
DNMT1 inh – human DNMT1 methyltransferase inhibitors, primary screen, biochemical, molecular beacon, fluorescence, HinP1I cleavage, uHTS. DNA (cytosine-5)-methyltransferase 1 (Homo sapiens), P26358. inhibition (reported as % activation of signal), % at 10 µM. 360,000 compounds, 0.83% hits; in the data active = inhibition above about 50%
STEP inh – STEP phosphatase inhibitors, primary screen, biochemical, fluorescence intensity, uHTS | Tyrosine-protein phosphatase non-receptor type 5 (Homo sapiens), P54829 | 360,000 compounds, 0.25% hits | inhibition, % at 20 µM | recombinant STEP, OMFP fluorogenic substrate;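 active = inhibition at 20 µM, scaled per plate between control wells, above about 37%, limit read from the data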;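 also: 0% = DMSO with enzyme and substrate and 100% = substrate only without enzyme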
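Material: STEP (striatal-enriched tyrosine phosphatase) enzyme, cell-free | Medium: 50 mM Bis-Tris pH 6.0 with 2.5 mM DTT and 0.005% Tween 20 | Read-out: Percent inhibition scaled to no-enzyme and uninhibited-enzyme controls, plate-pattern corrected | Signal: Fluorescence read at 480 nm ex / 540 nm em | Times: 20 min reaction, room temperature, in the dark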
* marks the source's active call; other numbers are inactive results; i = inactive; . = not tested or not shown.

LMPTP inh,NadD block,Rin1 Abl inh,Neddyl block,Scp-1 inhibitor,SUMO1-SIM PPI,CSN deneddyl inh,Rpn11 inh,DNMT1 inh,STEP inh,Compound
0.1,4,-4,i,-3,-10,-1,i,3,7,O=C(O)CCCNC(=O)/C(=C\C=C\c1ccccc1)NC(=O)c1ccccc1Cl
0.3,2,2,i,12,-51,3,i,3,2,CN(C)CCCN(C(=O)c1ccc(S(=O)(=O)N2CCCCCC2)cc1)c1nc2ccc(Br)cc2s1
1.2,-2,-2,i,-7,5,-2,i,-6,1,S=C(NCc1ccccc1)N1CCN(C(=S)NCc2ccccc2)CC1
0.2,0,-2,i,-5,-16,-1,i,-2,-2,O=C(CN1CCN(S(=O)(=O)c2ccccc2)CC1)Nc1ccc([N+](=O)[O-])cc1
-0.4,-9,-3,i,-13,2,-2,i,1,2,COc1ccc(CCNC(=O)c2cc3cc(F)ccc3nc2C)cc1OC
2.2,0,1,i,-12,6,0,i,-5,-1,O=C1Nc2ccc(Cl)cc2C(C#CC2CC2)(C(F)(F)F)O1 (stereo not given)
-0.8,3,-2,i,-6,2,0,i,7,3,N#Cc1c(N)nc2c(c1N)CC(=O)N2c1ccccc1-c1ccccc1
6.2,16,-10,i,-4,-1,91,i,29,3,Cc1nnc(-c2cccc(Br)c2)c2cn(-c3ccc(Br)cc3)nc12
1.0,4,4,i,-1,-10,-1,i,-5,1,COc1ccc(NC(=O)c2cc(-c3ccc(OC)c(OC)c3)nc3ccccc23)c(OC)c1
-1.8,-3,-2,i,-3,-1,0,i,2,1,CN(Cc1ccccc1)Cc1nc2c([nH]1)c(=O)n(C)c(=O)n2C
1.3,-4,-1,i,-2,-11,-2,i,1,-1,CC(C)(C)c1cc(C(=O)N/N=C/c2ccncc2)n[nH]1
1.0,-5,-1,i,-2,5,0,i,2,3,CCn1ccc(C(=O)Nc2ncc(C)s2)n1
0.5,-4,5,i,-10,3,6,i,-3,-1,O=C(CN(C(=O)c1ccc(Cl)cc1)N1C(=O)C2C3C=CC(C3)C2C1=O)c1cccs1 (stereo not given)
-2.0,0,-1,i,.,4,2,i,2,0,O=C(NCc1ccc(Cl)c(Cl)c1)c1cc(C2CCCCN2C(=O)c2ccccn2)on1 (stereo not given)
2.2,-1,0,i,5,8,2,i,-1,2,O=S(=O)(NC1CCCCC1N1CCCCC1)c1ccccc1 (stereo not given)
2.4,-5,-2,i,-21,-8,3,i,35,5,Cn1c2ccccc2c2cc([N+](=O)[O-])ccc21
-0.5,0,0,i,3,-2,-4,i,-1,1,CC1(C)Cc2c(sc(NC(=O)C(C)(C)C)c2C#N)C(C)(C)N1
3.4,13,3,i,-8,4,0,i,-9,1,Cc1cc(C)cc(N(C(=O)c2nsc(Cl)c2Cl)C(C(=O)NC2CCCC2)c2ccc(O)cc2)c1 (stereo not given)
1.3,-3,-3,i,-5,-37,3,i,-6,1,O=C(c1ccc([N+](=O)[O-])o1)N1CCN(c2nc3c(Cl)cccc3s2)CC1
0.1,2,3,i,-8,-1,-2,i,2,2,CC(C)NC(=O)N1CCC(n2nccc2NC(=O)CCOc2ccccc2)CC1
3.7,6,-1,i,1,0,7,i,-29,4,Cc1ccc(-c2csc(NCCc3nc4cc(Cl)c(Cl)cc4n3CCOCCO)n2)cc1
-1.1,1,-2,i,-8,-2,3,i,2,1,CCOC(=O)C1=C(COC(=O)CCOc2ccc(OC)cc2)NC(=O)NC1C (stereo not given)
-1.2,-1,16*,i,4,15,-3,i,-2,2,CN(C(=O)c1ccc(NC(=O)Cc2cccc(NC(=O)C3CCN(C(=O)c4ccccc4)CC3)c2)cc1)C1CC1
0.1,1,1,i,.,-6,3,i,12,0,CCCCNC(=O)c1[nH]c(=O)cnc1-c1ccccc1
-1.5,-2,-4,i,4,-15,-5,i,1,-4,C/C(=N\NC(=O)c1ccc(CN2CCOCC2)cc1)c1cccc([N+](=O)[O-])c1
-1.8,-5,3,i,-3,2,-3,i,1,-3,CCc1nc(CNC(=O)C2CCC(=O)N(Cc3cccc(OC)c3)C2)no1 (stereo not given)
-1.7,-3,4,i,-7,-5,5,i,2,-5,Cc1cc(C)nc(CCNC(=O)c2cc(COc3c(F)cccc3F)on2)n1
0.8,9,2,i,-9,-4,0,i,15,-6,COc1ccc(NC(=S)NC(NC(=O)/C=C/c2ccccc2)C(Cl)(Cl)Cl)cc1 (stereo not given)
-0.7,-2,6,.,-5,2,0,i,-1,6,Cc1c(CC(=O)NCC(C)C)c(=O)oc2cc3c(cc12)CCC(C)(C)O3
-0.3,-12,-3,i,-8,6,-7,i,1,2,O=C(CN1CCC(O)(c2ccc3c(c2)OCO3)CC1)N1CCOCC1

Four entries picked at random from the list so far:
LMPTP inh,NadD block,Rin1 Abl inh,Neddyl block,Scp-1 inhibitor,SUMO1-SIM PPI,CSN deneddyl inh,Rpn11 inh,DNMT1 inh,STEP inh,Compound
-1.7,-3,4,i,-7,-5,5,i,2,-5,Cc1cc(C)nc(CCNC(=O)c2cc(COc3c(F)cccc3F)on2)n1
-0.7,-2,6,.,-5,2,0,i,-1,6,Cc1c(CC(=O)NCC(C)C)c(=O)oc2cc3c(cc12)CCC(C)(C)O3
1.3,-3,-3,i,-5,-37,3,i,-6,1,O=C(c1ccc([N+](=O)[O-])o1)N1CCN(c2nc3c(Cl)cccc3s2)CC1
0.1,2,3,i,-8,-1,-2,i,2,2,CC(C)NC(=O)N1CCC(n2nccc2NC(=O)CCOc2ccccc2)CC1

4 of the entries above in order of their number in CSN deneddyl inh, falling:
LMPTP inh,NadD block,Rin1 Abl inh,Neddyl block,Scp-1 inhibitor,SUMO1-SIM PPI,CSN deneddyl inh,Rpn11 inh,DNMT1 inh,STEP inh,Compound
-1.7,-3,4,i,-7,-5,5,i,2,-5,Cc1cc(C)nc(CCNC(=O)c2cc(COc3c(F)cccc3F)on2)n1
1.3,-3,-3,i,-5,-37,3,i,-6,1,O=C(c1ccc([N+](=O)[O-])o1)N1CCN(c2nc3c(Cl)cccc3s2)CC1
-0.7,-2,6,.,-5,2,0,i,-1,6,Cc1c(CC(=O)NCC(C)C)c(=O)oc2cc3c(cc12)CCC(C)(C)O3
-1.8,-5,3,i,-3,2,-3,i,1,-3,CCc1nc(CNC(=O)C2CCC(=O)N(Cc3cccc(OC)c3)C2)no1 (stereo not given)

Following part:
LMPTP inh,NadD block,Rin1 Abl inh,Neddyl block,Scp-1 inhibitor,SUMO1-SIM PPI,CSN deneddyl inh,Rpn11 inh,DNMT1 inh,STEP inh,Compound
-0.8,8,2,i,3,-1,2,i,-2,3,Cc1ccc(C2CC(c3cccc(Br)c3)n3nc(N)nc3N2)cc1 (stereo not given)
-0.5,1,1,i,10,2,-3,i,-29,-3,COc1cc(/C=N/Nc2ccc(Cl)c(C(=O)O)c2)ccc1OCC(=O)N1C(C)CCCC1C (stereo not given)
-0.8,-6,3,i,-12,15,0,i,3,1,CCn1cc(C(=O)NCc2ccccc2F)c(=O)c2ccc(C)nc21
-2.7,-4,-1,i,3,0,0,i,0,-1,COC(=O)[C@@H](NC(=O)c1ccccc1OC1CCN(S(C)(=O)=O)CC1)C(C)C
3.4,-1,-8,i,.,2,1,i,6,-2,CCc1cc2c(SCC(=O)N3CCN(C(=O)c4cccs4)CC3)ncnc2s1
-1.9,4,-1,i,-6,9,4,i,13,0,O=C(CCS(=O)(=O)c1ccc(Cl)cc1)Nc1nc(-c2cccnc2)cs1
0.5,5,-1,i,-2,9,6,i,0,-1,Cc1cc(NS(=O)(=O)c2ccc(NC(=O)/C=C/c3c(F)cccc3Cl)cc2)nc(C)n1
1.6,-5,-1,i,-10,6,1,i,0,0,CC1COC(Cn2c3ccccc3c3ccccc32)O1 (stereo not given)
0.8,9,1,i,2,-7,4,i,39,4,C/C(=N\NC(=O)COc1ccc(C)cc1Br)c1cc([N+](=O)[O-])cs1
2.1,3,1,i,-14,-6,0,i,1,0,Cc1ccc(CSCCNC(=O)/C=C/c2ccccc2Cl)cc1
-0.7,8,6,i,-2,-2,-1,i,0,-4,CCOC(=O)C1=C(C)NC(=O)CC1c1ccccc1OC (stereo not given)
2.0,-2,1,i,-4,0,3,i,38,0,COC(=O)c1ccc(N=NNc2ccc(C(=O)OC)cc2)cc1
0.0,3,-1,i,.,-2,4,i,3,-3,Cc1ccccc1-c1cnc(C(O)c2ccc(Cl)cc2C)[nH]1 (stereo not given)
1.3,-7,1,i,-4,-1,6,i,-4,-1,CNCCCOc1ccc2c(c1)CCC2
